M. tuberculosis: growth inhibition of non-replicating M. tuberculosis (AID 488890) | Mycobacterium tuberculosis non-replicating, growth inhibition; higher % means a stronger effect | inhibition, % at 25 µM; hits with a dose series show IC50 in µM | actives 0.39% (n = 320,000); in the data active means a potency from the dose series; inconclusive means inhibition mostly from about 82% at the one dose, without a potency; inactive means the rest, 99 in 100 with inhibition below about 76%;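 further: plate controls were DMSO cells for no effect and high antibiotic wells for full effect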
H1N1 NS1A inhibition: H1N1 influenza NS1A inhibitors, functional cell based assay (AID 504329); NS1A functional cell-based assay, percent inhibition; higher % means a stronger effect; one-dose inhibition, % at 12.5 µM; IC50 in µM for titrated hits; actives 0.3% (n = 340,000); in the data active means a potency from the dose series; inconclusive means inhibition above about 27% without an active follow-up result; further: strong numbers were not always called active
Salmonella PhoP GFP: Inhibition of PhoP regulon, Salmonella typhi GFP reporter cells, confirmation, 4 h (AID 1850). inhibition, % at 50 µM, or IC50 in µM where a hit was titrated. actives 0.33% (n = 310,000). Salmonella Typhi PhoP-promoter GFP reporter, fluorescence, 4 h; higher % means a stronger effect; in the data active means a potency from the dose series; inconclusive means inhibition mostly from about 25% at the one dose, without a potency; inactive means the rest, 99 in 100 with inhibition below about 19%;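 further: 0% = induced wells with vehicle and 100% = uninduced wells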
H37Rv inhibition: M. tuberculosis growth inhibition, HTS (AID 449762). actives 0.59% (n = 330,000). one-dose inhibition, % at 25 µM; IC50 in µM for titrated hits. M. tuberculosis H37Rv growth inhibition, 7H9 media; higher % means a stronger effect; in the data active means a potency from the dose series; inconclusive means inhibition above about 70% without an active follow-up result;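 further: bacterial growth assessed after seven days of incubation; strong numbers were not always called active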
VEEV TC-83 Vero: inhibitors of VEEV TC-83 cytopathic effect, confirmation, Vero cells (AID 588727). actives 0.13% (n = 350,000). Vero cells, VEEV TC-83 cytopathic effect inhibition; higher % means a stronger effect. inhibition, % at 20 µM; hits with a dose series show IC50 in µM; in the data active means a potency from the dose series; inconclusive means inhibition mostly from about 14% at the one dose, without a potency; inactive means the rest, 99 in 100 with inhibition below about 12%; further: strong numbers were not always called active
VEEV TC-83 Vero 10K pilot screen: also measured in VEEV TC-83 Vero; calls as there; inhibition, %; measured here: 10K pilot screen inhibition
An asterisk follows results filed as active; i = inactive; ? = inconclusive; . = not tested or not shown. Compounds were not picked by outcome; any-hit rate near 1.4%.

Sample of the layout (16 entries):
SMILES | M. tuberculosis | H1N1 NS1A inhibition | Salmonella PhoP GFP | H37Rv inhibition | VEEV TC-83 Vero | others
CCC(C)c1ccccc1NC(=O)C1CCCO1 (stereo not given) | 22% | 8% | 8% | 6% | 0.3%
CC1CCN(c2ccc3c(c2)S(=O)(=O)c2cccc(C(=O)NC4CCCCC4)c2C3=O)CC1 | 7% | -2% | . | -9% | 0.2% | VEEV TC-83 Vero 10K pilot screen=0.4
CCOC(=O)C1(C)NC(c2ccc(O)cc2)C2C(=O)N(c3ccccc3)C(=O)C21 (stereo not given) | -28% | -7% | -3% | -3% | i
COc1ccc(C(=O)Oc2ccc(C(=S)N3CCOCC3)cc2)cc1 | 67% | -3% | -8% | 6% | i
CCC1Nc2ccccc2-c2nnc(SC)nc2O1 (stereo not given) | -5% | 10% | -6% | 0% | 1.2%
Cc1c(Br)c([N+](=O)[O-])nn1CC(=O)NCCc1ccc(Cl)cc1 | 4% | 3% | 6% | -2% | i
O=C(NCC1CCCO1)Nc1ccccc1 (stereo not given) | -4% | -1% | 2% | -10% | 1.9% | VEEV TC-83 Vero 10K pilot screen=0.6
CC(=O)N(C)c1nc(N)n(-c2ccccc2)n1 | 5% | 8% | -3% | 0% | 0.2%
O=C(Cc1cccc(C(F)(F)F)c1)Nc1cc(S(=O)(=O)N2CCOCC2)ccc1N1CCCC1 | 24% | -15% | . | 4% | i
CC(/C=N/NC(=O)c1ccc2nc(C)[nH]c2c1)=C\c1ccccc1 | 21% | 2% | -3% | -5% | 4.0%
CC(=O)n1cc([C@H]2C=C(C(=O)NCc3ccccc3)O[C@@H](OCCCCO)C2)c2ccccc21 | 28% | 7% | 3% | 26% | 7.4%
COc1ccc(OC)c2sc(N(CCN(C)C)C(=O)c3ccc4ccccc4c3)nc12 | 13% | 11% | -6% | 7% | 0.5%
Cc1c(NC(=S)N/C(=N/S(=O)(=O)c2ccccc2)c2ccccc2)c(=O)n(-c2ccccc2)n1C | -6% | -12% | 5% | -11% | 2.0%
COc1cc(OC)cc(C(=O)N[C@H](C(=O)OCC(=O)c2c[nH]c3ccccc23)C(C)C)c1 | -2% | -22% | . | -6% | 6.7%
O=C(CSc1ccc(-c2cccs2)nn1)NCCc1ccccc1 | 37% | 2% | 18% | 1% | i
CCOc1ccccc1NC(=O)CSc1nc2nc(-c3cccs3)cc(C(F)(F)F)c2c(=O)[nH]1 | 11% | 2% | 4% | 13% | 2.5%

The whole of this part, repeating the preview:
SMILES | M. tuberculosis | H1N1 NS1A inhibition | Salmonella PhoP GFP | H37Rv inhibition | VEEV TC-83 Vero | others
CCC(C)c1ccccc1NC(=O)C1CCCO1 (stereo not given) | 22% | 8% | 8% | 6% | 0.3%
CC1CCN(c2ccc3c(c2)S(=O)(=O)c2cccc(C(=O)NC4CCCCC4)c2C3=O)CC1 | 7% | -2% | . | -9% | 0.2% | VEEV TC-83 Vero 10K pilot screen=0.4
CCOC(=O)C1(C)NC(c2ccc(O)cc2)C2C(=O)N(c3ccccc3)C(=O)C21 (stereo not given) | -28% | -7% | -3% | -3% | i
COc1ccc(C(=O)Oc2ccc(C(=S)N3CCOCC3)cc2)cc1 | 67% | -3% | -8% | 6% | i
CCC1Nc2ccccc2-c2nnc(SC)nc2O1 (stereo not given) | -5% | 10% | -6% | 0% | 1.2%
Cc1c(Br)c([N+](=O)[O-])nn1CC(=O)NCCc1ccc(Cl)cc1 | 4% | 3% | 6% | -2% | i
O=C(NCC1CCCO1)Nc1ccccc1 (stereo not given) | -4% | -1% | 2% | -10% | 1.9% | VEEV TC-83 Vero 10K pilot screen=0.6
CC(=O)N(C)c1nc(N)n(-c2ccccc2)n1 | 5% | 8% | -3% | 0% | 0.2%
O=C(Cc1cccc(C(F)(F)F)c1)Nc1cc(S(=O)(=O)N2CCOCC2)ccc1N1CCCC1 | 24% | -15% | . | 4% | i
CC(/C=N/NC(=O)c1ccc2nc(C)[nH]c2c1)=C\c1ccccc1 | 21% | 2% | -3% | -5% | 4.0%
CC(=O)n1cc([C@H]2C=C(C(=O)NCc3ccccc3)O[C@@H](OCCCCO)C2)c2ccccc21 | 28% | 7% | 3% | 26% | 7.4%
COc1ccc(OC)c2sc(N(CCN(C)C)C(=O)c3ccc4ccccc4c3)nc12 | 13% | 11% | -6% | 7% | 0.5%
Cc1c(NC(=S)N/C(=N/S(=O)(=O)c2ccccc2)c2ccccc2)c(=O)n(-c2ccccc2)n1C | -6% | -12% | 5% | -11% | 2.0%
COc1cc(OC)cc(C(=O)N[C@H](C(=O)OCC(=O)c2c[nH]c3ccccc23)C(C)C)c1 | -2% | -22% | . | -6% | 6.7%
O=C(CSc1ccc(-c2cccs2)nn1)NCCc1ccccc1 | 37% | 2% | 18% | 1% | i
CCOc1ccccc1NC(=O)CSc1nc2nc(-c3cccs3)cc(C(F)(F)F)c2c(=O)[nH]1 | 11% | 2% | 4% | 13% | 2.5%
O=C(c1ccc2c(c1)OCO2)C1CCCN(Cc2ccccn2)C1 (stereo not given) | 55% | -12% | 5% | -8% | i
O=C(CCn1nc(-c2ccc(Cl)cc2)c2ccccc2c1=O)Nc1cccnc1 | 33% | -11% | 4% | ? | 9.8%
CN(C(=O)c1cncc(Br)c1)C1C2CC3CC(C2)CC1C3 (stereo not given) | 34% | 0% | -7% | 6% | 0.3%
N#Cc1cn(Cc2cccc(Cl)c2)c2ccccc12 | 0% | 3% | -2% | 0% | 3.5%
O=C1C2C3C=CC(C2C(=O)N1c1nccs1)C1C(=O)N(c2nccs2)C(=O)C31 (stereo not given) | -1% | -6% | -2% | -7% | 0.9%
CC(C)C[C@@H]1NC(=O)[C@H](Cc2ccc(O)cc2)NC(=O)[C@H](CCC(N)=O)NC(=O)c2cc([N+](=O)[O-])cc(I)c2NCC[C@@H](C(N)=O)NC1=O | 1% | . | 2% | 4% | .
Cc1cc(C)c(NC(=O)COC(=O)C23CC4CC(CC(O)(C4)C2)C3)c(Cl)c1 | 28% | -2% | . | -1% | 2.5%
COC(=O)CN(c1cccc(C)c1)S(=O)(=O)c1ccccc1 | 3% | -6% | -1% | -3% | 0.8%
CCOC(=O)C1=C(C)N=C2SCCC(=O)N2C1c1cc(Br)ccc1OC (stereo not given) | 2% | -2% | -1% | -2% | 2.9%

Next section (2 carried over from the part before).
SMILES | M. tuberculosis | H1N1 NS1A inhibition | Salmonella PhoP GFP | H37Rv inhibition | VEEV TC-83 Vero | others
COC(=O)CN(c1cccc(C)c1)S(=O)(=O)c1ccccc1 | 3% | -6% | -1% | -3% | 0.8%
CCOC(=O)C1=C(C)N=C2SCCC(=O)N2C1c1cc(Br)ccc1OC (stereo not given) | 2% | -2% | -1% | -2% | 2.9%
O=C(Nc1ccccc1)Nc1ccc(S(=O)(=O)N2CCCCC2)cc1 | 41% | 8% | -6% | -7% | i
C/C(CC(=O)Nc1ccc(N(C)C)cc1)=N\NC(=O)c1ccccn1 | 54% | 20% | 0% | ? | 6.4%
N#CC1=C(c2ccc(-c3ccccc3)cc2)COC1=O | 13% | -4% | 8% | 3% | 1.6%
CC(C)(C)OC(=O)NCCCCCNC(=O)c1[nH]cnc1C(=O)Nc1cccc(Cl)c1 | 4% | -4% | . | -5% | 4.0%
C=CCn1c(=O)c(C=Nc2cccnc2Cl)c(O)n(CCCC)c1=O | 33% | 4% | 1% | 5% | i
CCC(C)(C(=O)NC1CCCC1)N(C(=O)CNC(=O)c1ccccc1)c1c(C)n(C)n(-c2ccccc2)c1=O (stereo not given) | 9% | 2% | 7% | -3% | 0.4%
Cc1cc(C(=O)O)ccc1NCc1cccnc1 | 6% | 3% | -2% | 12% | 1.9%
Cn1c(SCC(=O)N/N=C/c2ccccn2)nnc1-c1ccccc1 | 10% | -12% | 0% | 4% | 0.5%
O=[N+]([O-])c1ccc(Cl)c2c1C1C=CCC1C(c1ccccn1)N2 (stereo not given) | -6% | 13% | -1% | 8% | 4.4%
COc1ccccc1C(=O)COC(=O)c1c(-c2ccccc2)noc1C | 3% | -3% | -4% | 4% | 11%
O=C(Nc1ccc(S(=O)(=O)N2CCCCCC2)cc1)C1CCCO1 (stereo not given) | -1% | 0% | -7% | -2% | 6.3%
Cc1ccc2nc(N/N=C/c3ccco3)cc(C)c2c1 | 78% | 7% | 10% | 41% | 0.5%
C=CCn1c(SCC(=O)Nc2sccc2C(N)=O)nc2ccccc2c1=O | 2% | 17% | 1% | -10% | 0.4%
NC(N)=Nc1nc(-c2ccccc2)c2ccccc2n1 | i | 0% | 11% | 68µM* | 2.8%
O=C(Nc1cccc2ccccc12)c1ccc([N+](=O)[O-])cc1 | 69% | -3% | -7% | 5% | 2.1%
O=C(Nc1ccc2ncccc2c1)c1cc(Cl)ccc1Cl | 24% | -16% | -4% | ? | 3.1%
CCOn1c(=O)c(-c2ccc(Br)cc2)[n+]([O-])c2ccccc21 | 2% | -4% | 9% | 15% | 0.4%
CCCCCC1CC(CC(C)C(=O)Nc2nncs2)C(=O)O1 (stereo not given) | 27% | 11% | 0% | 2% | i
CCCCN(CCCC)c1cn[nH]c(=O)c1Cl | -9% | -4% | 4% | -4% | 0.0%
Cc1ccc(NC(=O)/C(=C\c2ccc([N+](=O)[O-])cc2)NC(=O)c2ccccc2)cc1 | -24% | -3% | 4% | 11% | 5.0%
Nc1ncnc2c1ncn2[C@H]1C[C@H](O)[C@@H](CO)O1 | 2% | -11% | 3% | -3% | 1.1%
O=C(N/N=C\c1ccc(Cl)cc1Cl)c1sccc1-n1cccc1 | 8% | 5% | 11% | -8% | 6.7%
O=c1ccn([C@@H]2O[C@H](CO)[C@@H](O)[C@H]2O)c(=O)[nH]1 | 4% | 5% | 0% | 8% | 0.5%
Cc1cccc(N2C(=O)c3cccc4c(N)ccc(c34)C2=O)c1 | -8% | -41% | -167% | -1% | 1.2%
CCCn1nnnc1SCC(=O)Nc1cccc(NC(=O)c2ccco2)c1 | 8% | 5% | -12% | -7% | 7.7%
The results go on.
SMILES | M. tuberculosis | H1N1 NS1A inhibition | Salmonella PhoP GFP | H37Rv inhibition | VEEV TC-83 Vero | others
O=C(Nc1ccc(Cl)c(S(=O)(=O)N2CCOCC2)c1)c1ccccc1-c1ccc(C(F)(F)F)cc1 | 11% | -2% | 5% | 2% | 5.3%
Cc1ccc(S(=O)(=O)N(C)C)cc1NC(=O)CSc1nc2ccccc2[nH]1 | 0% | 3% | -8% | 2% | 11%
O=C(NCc1ccccc1)c1cc(S(=O)(=O)N2CCC3(CC2)OCCO3)ccc1F | -2% | -1% | -18% | 2% | i
O=C1c2cccnc2C(O)N1Cc1ccco1 (stereo not given) | 16% | 0% | -3% | -4% | 3.4%
O=C(CN1CCN(Cc2ccccc2Cl)CC1)N/N=C/c1ccco1 | 2% | -22% | 2% | -2% | 0.6%
CCN(CC)CCN1C(=O)C(=O)/C(=C(/O)c2c(C)[nH]c(C(=O)OC)c2C)C1c1ccccc1OC (stereo not given) | 2% | 16% | -17% | 2% | 2.9%
O=S(=O)(c1ccccc1)N1CCN(Cc2cc3c(cc2Br)OCCO3)CC1 | 25% | -2% | . | 1% | 5.0%
COC(=O)[C@@H]1C[C@@H]2CC[C@@H](O)C[C@@H]2N1Cc1ccc(Cl)cc1 | 0% | -15% | -1% | 2% | 0.1%
CC12CCC(=O)CC1CCC1C2CCC2(C)C1CCC2(O)C(=O)CO (stereo not given) | . | -10% | . | . | 11%
CCN(CC(=O)Nc1c(F)cccc1F)C(=O)c1ccccc1F | 0% | -1% | -4% | 5% | 1.6%
CCOc1ccc(-c2c(C(=O)N/N=C/c3ccc(O)cc3)nnn2-c2nonc2N)cc1 | 3% | 12% | 2% | 2% | 0.4%
Cc1ccc(Cn2nnc3c(=O)[nH]c(C4CCN(S(=O)(=O)c5ccc(F)cc5)CC4)nc32)cc1 | 23% | -2% | -3% | 19% | i
CC(=O)NCCNC(=O)C1CCC(CNc2nc(=S)[nH]c3ccccc23)CC1 (stereo not given) | -16% | -15% | 0% | -6% | 0.1%
CN(CC(=O)Nc1ccc(Cl)cc1)C(=O)c1cccc(S(=O)(=O)NCc2ccccc2)c1 | 13% | -2% | -4% | 6% | 3.4%
C/C(=N\NC(=O)C1COc2ccccc2O1)c1ccc(C)o1 (stereo not given) | 36% | 8% | -1% | -7% | 3.1%
CCOc1ccc(C2C(C#N)=C(N)N(c3sc4c(c3C#N)CCCC4)C3=C2C(=O)CCC3)cc1 (stereo not given) | 3% | 10% | -6% | 29% | 5.2%
Nc1nc(NC(=O)/C=C\C(=O)O)nn1-c1ccccc1 | -19% | 12% | -3% | -2% | 0.4%
Clc1ccc(-c2cnc3ccccc3n2)cc1 | 0% | -10% | -3% | 1% | 1.4%
CSC(C1CCCC1)n1nnc2ccccc21 (stereo not given) | 3% | -2% | 0% | -1% | i | VEEV TC-83 Vero 10K pilot screen=1.8

High-throughput results as filed in PubChem.
